Screening data as filed in PubChem BioAssay.
RmlCD inh 1536: M. tuberculosis RmlC/RmlD inhibition; P9WH09+P9WH11; RmlC+RmlD coupled enzyme assay, percent inhibition; primary screen in compound mixtures; inhibition, % at 3.6 µM; hit rate 0.03% among 160,000; in the data active = inhibition mostly above about 34%, no sharp cut-off; inconclusive = no clear call, values can overlap the other calls; inactive = mostly below about 22%; note: some results filed as inactive read as strong as hits
Target sequence (P9WH09 whole entry, looked up): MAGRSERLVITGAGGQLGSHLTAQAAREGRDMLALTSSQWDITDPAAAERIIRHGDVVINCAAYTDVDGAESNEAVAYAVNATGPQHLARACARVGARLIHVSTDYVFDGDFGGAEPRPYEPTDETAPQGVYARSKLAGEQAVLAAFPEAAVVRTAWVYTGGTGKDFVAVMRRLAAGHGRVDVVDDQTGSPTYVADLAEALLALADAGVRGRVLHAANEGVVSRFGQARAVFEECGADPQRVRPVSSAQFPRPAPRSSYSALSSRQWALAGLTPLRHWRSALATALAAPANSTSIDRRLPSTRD
Target sequence (P9WH11 whole entry, looked up): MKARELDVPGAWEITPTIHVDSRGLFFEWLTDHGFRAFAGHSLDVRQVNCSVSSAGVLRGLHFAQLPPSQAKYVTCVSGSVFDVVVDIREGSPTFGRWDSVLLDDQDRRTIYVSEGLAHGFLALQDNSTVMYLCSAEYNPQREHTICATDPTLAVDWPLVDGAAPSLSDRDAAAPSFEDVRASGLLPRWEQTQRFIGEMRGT
GlmU inhibition: inhibition of mycobacterial GlmU enzyme – biochemical, glucosamine-1-phosphate acetyltransferase (AID 1376); inhibition, %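 (tested at 30 µM in the primary screen)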; hits with a dose series show IC50 in µM; hit rate 0.25% among 220,000; M. tuberculosis GlmU acetyltransferase enzyme assay; higher % means a stronger effect; in the data active = inhibition above about 13%; inconclusive = no clear call, values can overlap the other calls;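 note: 0% = complete reaction with vehicle and 100% = reaction without substrate; strong numbers were not always called active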
Numbers without * were called inactive; ? = inconclusive; · = no result given; & = joins results of further samples. Not all compounds are listed, so the mix of outcomes need not match the whole.

structure | RmlCD inh 1536 | GlmU inhibition
COC(=O)C1=C(C)N=C2SC(C)C(=O)N2C1/C=C/c1ccccc1OC (stereo unspecified) | -1 | 0.6%
O=C(Cn1cc2c(n1)CCCCC2)N1CCc2ccccc21 | 57 | 2.6%
COc1ccc(CC(=O)N2CCc3ccccc32)cc1 | · | -5.2%
Cc1ccc(C(=O)Oc2oc(-c3ccco3)nc2C=Nc2ccc(Cl)cc2)cc1 | 7 | 2.2%
CCn1c(C(C)C)n[nH]c1=S | 7 | 6.9%
O=C(NC(Cc1c[nH]c2ccccc12)C(=O)O)c1ccc(F)cc1 (stereo unspecified) | 0 | 3.9%
Cc1ccc(S(=O)(=O)N2C3C=CC(C3)C2C(=O)O)cc1 (stereo unspecified) | 7 | 0.6%
CC(=Nc1ccccc1)C1=C(O)CSC1=O | · | -4.5%
Cc1cnc(NC2=NCCC2)s1 | 7 | -0.5%
COc1ccc(C2C3=C(CCCC3=O)NC3=C2C(=O)c2ccccc23)cc1 (stereo unspecified) | · | 6.1%
Cc1cc(Oc2cc(N)cc([N+](=O)[O-])c2)ccc1Cl | -10 | 0.7%
Fc1ccc(-c2csc(-c3ccccn3)n2)cc1F | 4 | 0.6%
COC(=O)C1C(c2ccc(Cl)cc2)NC(c2ccc(Cl)cc2)C(C(=O)OC)S1(=O)=O (stereo unspecified) | 6 | -1.3%
CCCCc1nc2ccccc2c(NC(=O)CNC(C)(C)C)c1CCC | 13 | -4.5%
Cc1cccc(-c2nnc(SCC(=O)NCc3ccc4c(c3)OCO4)n2C)c1 | -7 | 6.2%
C=CCn1c(C)c(C(C)=O)c(N2CCN(c3ccccc3)CC2)nc1=S | 10 | -9.9%
CC(=O)c1ccc(N2CCN(C(=O)CN(C)S(=O)(=O)c3cnc[nH]3)CC2)cc1 | -8 | 0.9%
NS(=O)(=O)c1ccc(CNC(=O)c2cnccn2)cc1 | · | 0.7%
CN1C(C(=O)NCc2ccco2)CC2Cn3c(nc4cc5ccccc5cc43)C21 (stereo unspecified) | · | -0.5%
COc1cc(C(=O)N(CCCO)Cc2cc3ccc(C)c(C)c3[nH]c2=O)cc(OC)c1OC | 8 | 1.7%
O=c1[nH]c2ccc(F)cc2[nH]c1=O | -9 | 1.2%
O=C(Oc1cccc(NC2=NS(=O)(=O)c3ccccc32)c1)c1cccnc1 | -9 | -3.8%
CCOc1ccccc1NC(=O)C1Cc2ccccc2CN1S(C)(=O)=O (stereo unspecified) | 15 | -3.8%
CCOC(=O)N1CCC(NC(=O)c2cc3c(C)nc4ccccc4c3o2)CC1 | 5 | 2.1%
Cc1ccc(C(=O)NCC(=O)NC2CCCC2)cc1 | -9 | 0.9%
CC(COc1ccccc1)N1CCC(CO)(CCc2ccccc2)CC1 (stereo unspecified) | 9 | 1.1%
CNC(=O)c1ccc(-c2sc3nc(N4CCOCC4)c4c(c3c2N)CC(C)(C)OC4)o1 | 3 | 2.2%
Cc1ccc(C)c(NC(=O)CCn2nc(C)cc2C)c1 | -12 | 0.1%
O=c1c2[nH]c3ccc(F)cc3c2ncn1CCCN1CCOCC1 | -2 | 1.0%
CC(C)(C)n1nnnc1C(c1cccnc1)N1CCN(c2cccc(C(F)(F)F)c2)CC1 (stereo unspecified) | · | 2.4%
C[n+]1cc[nH]c1SCC(=O)c1ccccc1 | · | 8.9%
O=C1CN(C(=O)/C=C/c2ccccc2F)c2ccccc2N1 | 4 | 4.7%
CCOC(=O)c1sc(NC(=O)c2ccncc2)c(C#N)c1C | 3 | 4.4%
COc1ccc2c(COC(=O)CCS(=O)(=O)c3ccccc3)cc(=O)oc2c1 | -25 | 6.4%
CC(C)CNC(=O)CN(C)S(=O)(=O)c1ccc(F)cc1 | -13 | 1.2%
COc1ccc(C(=O)OCCCN(C)C)cc1OC | 3 | 0.7%
COc1ccccc1N1C(=O)CSC1=NC(=O)c1ccccc1 | 19 | 3.6%
O=C1/C(=C\c2ccc3c(c2)OCO3)N2CCC1CC2 | -9 | -1.1%
COc1ccc(C(=O)N(CC2CCCO2)C(C(=O)NC2CCCC2)c2ccc(Cl)cc2)cc1OC (stereo unspecified) | -3 | -0.6%
CCCCCC(=O)Nc1ccc2ccccc2c1 | · | -6.7%
Cc1c(C(=O)N(Cc2ccccc2)Cc2cccnc2)cnn1-c1ccc(F)cc1 | 16 | -1.8%
CCc1ccc(OCc2nnc(NC(=O)c3cccs3)s2)cc1 | · | 1.5%
Cc1ccc(C(=O)/C=C/Nc2ccc3c(c2)OCO3)cc1 | · | 0.0%
O=C1SC(SC(=Nc2ccccc2)Nc2ccccc2)C(=O)N1c1ccccc1 (stereo unspecified) | 2 | -2.6%
COc1ccc(Nc2nnc(-c3ccc(C)cc3)c3ccccc23)cc1C(=O)N1CCCCC1 | 2 | -0.9%
CN(C)C(=O)COC(=O)c1ccccc1Nc1ccc(SC(F)F)cc1 | 9 | -1.5%
CCCNC(=O)c1noc2c1CCc1ccccc1-2 | -12 | -1.3%
Cc1ccc(OCCN2C(=O)OC(C)(C)C2(C)O)cc1 (stereo unspecified) | -6 | -0.4%
CCOc1ncccc1C(=O)OCC(=O)c1ccc(Cl)s1 | 6 | -2.0%
CC(=O)NC1=NN(C(C)=O)C(c2ccccn2)S1 (stereo unspecified) | · | -1.2%
CCCn1c(SCCc2ccccc2)nc2c1c(=O)[nH]c(=O)n2C | · | -2.7%
COC(=O)c1cccnc1-n1c(=O)c2cccnc2n(Cc2cccc([N+](=O)[O-])c2)c1=O | -5 | 0.8%
COc1ccc(C(=O)NCc2ccc(-c3nc4ccccc4s3)cc2)cc1OC | · | 4.3%
CCCOC(=O)CCCCC1SCC(NC(=O)OC)C1NC(=O)OC (stereo unspecified) | 10 | -2.1%
c1ccc2c(c1)ncn2-c1ccc(-c2ccnc3ncnn23)cc1 | 3 | 6.1%
CSc1nsc(SCC(=O)NC2CCCCC2)n1 | · | -2.5%
CC1=CC(C)C(C(=O)O)C(C(=O)N2CCN(C)CC2)C1 (stereo unspecified) | 8 | 9.5%
COc1ccc(C2=NOC(C(=O)O)C2)cc1 (stereo unspecified) | · | 4.7%
COC(=O)C1=C(C)N=C2SC(C)C(=O)N2C1/C=C/c1ccccc1 (stereo unspecified) | · | -0.2%
Cc1cc2ccccn2c1C(=O)Nc1cccc(Cl)c1 | 5 | 6.3%

Continued:
structure | RmlCD inh 1536 | GlmU inhibition
CC(C)(C)NC(=O)C[n+]1ccc(C(N)=O)cc1 | -5 | 6.9%
Cc1ccc(S(=O)(=O)N2CN3CCN(C3)C2)cc1 | · | -2.7%
CCOC(=O)C(=NC1CCS(=O)(=O)C1)NNc1cc(Cl)ccc1Cl (stereo unspecified) | · | 0.3%
O=c1ccn(-c2ccccc2)[nH]1 | 4 | 3.7%
CC(C)Oc1cc(S(=O)(=O)N2CCCCC2)ccc1N | 1 | 6.6%
O=C(NCCCn1ccnc1)C(=O)NCC(c1cccnc1)N1CCN(c2ccc(F)cc2)CC1 (stereo unspecified) | · | 1.7%
CCOC(=O)CNC(=O)COc1ccc(Cl)cc1Br | · | 3.0%
N/C(CS(=O)(=O)c1ccccn1)=N\OC(=O)c1ccc(Cl)cc1 | 9 | 2.6%
COc1ccc(N2CCN(C(CNC(=O)c3ccc4c(c3)OCO4)c3cccnc3)CC2)cc1 (stereo unspecified) | -4 | 0.8%
NC(=O)CCCC1=NS(=O)(=O)c2ccccc2N1 | 14 | 5.2%
CN(Cc1nccn1C)C(=O)CCc1nnc(CCC2CCCCC2)o1 | 25 | -3.1%
Cc1ccc(N2C(=O)CN=C2Nc2nc(C)cc(C)n2)cc1 | · | 5.0%
CCn1c(=O)c(C(=O)NCCNCCO)c(O)c2ccccc21 | · | 3.9%
CCOc1ccccc1CNC(=O)C1CCCN(c2nc3ccccc3o2)C1 (stereo unspecified) | 6 | 5.6%
Cc1cc(NC(=O)CSc2ncccn2)no1 | · | 2.1%
CCOC(=O)c1ccc(NC(=O)CN2C(=O)CSC2=O)cc1 | · | 4.5%
Cc1nn(CC(=O)Nc2cccnc2)c(C)c1[N+](=O)[O-] | 0 | 2.7%
COc1ccc(OC)c(-n2c(O)c(C=Nc3c(C)n(C)n(-c4ccccc4)c3=O)c(=O)[nH]c2=O)c1 | · | 3.3%
COc1ccc(N2CCN(C(=O)COc3ccc4ccccc4c3)CC2)cc1 | 4 | 0.8%
COc1cc(/C=C/C(=O)O)ccc1OCc1ccc([N+](=O)[O-])cc1 | 4 | -5.2%
COC(=O)[C@H](CC(C)C)NC(=O)Nc1ccc(S(N)(=O)=O)cc1 | 1 | 3.0%
Cc1nc2ccccc2cc1O | -2 | -0.6%
CC(=O)OCC(=O)[C@H]1CC[C@H]2[C@@H]3CC=C4C[C@@H](O)CC[C@]4(C)[C@H]3CC[C@]12C | · | -2.0%
O=C(Nc1cccc(O)c1)c1ccc(C(F)(F)F)cc1 | · | -3.1%

Compound profiles (already shown). Order of values: RmlCD inh 1536, GlmU inhibition
COc1cc(/C=C/C(=O)O)ccc1OCc1ccc([N+](=O)[O-])cc1 as listed: 4, -5.2%
COc1ccc(OC)c(-n2c(O)c(C=Nc3c(C)n(C)n(-c4ccccc4)c3=O)c(=O)[nH]c2=O)c1 as listed: ·, 3.3%
CC(=O)OCC(=O)[C@H]1CC[C@H]2[C@@H]3CC=C4C[C@@H](O)CC[C@]4(C)[C@H]3CC[C@]12C as listed: ·, -2.0%
CCn1c(=O)c(C(=O)NCCNCCO)c(O)c2ccccc21 as listed: ·, 3.9%
Cc1nn(CC(=O)Nc2cccnc2)c(C)c1[N+](=O)[O-] as listed: 0, 2.7%

Following part.
structure | RmlCD inh 1536 | GlmU inhibition
Cc1cc(C(=O)NCCN2C(=O)S/C(=C\c3cccs3)C2=O)ccc1[N+](=O)[O-] | -7 | 8.9%
CCc1c(C(=O)Nc2ccc(S(=O)(=O)N3CCOCC3)cc2)csc1C | -6 | 3.9%
CC(=O)Nc1ccc2nc(C3CC3)n(Cc3ccc(Cl)cc3)c(=O)c2c1 | 14 | 3.1%
CCOC(=O)c1[nH]c2ccccc2c1NC(=O)CC(C)C | · | -1.9%&0.1%
COC(=O)C1(c2ccccc2)NC(c2cccs2)C2C(=O)N(c3ccccc3)C(=O)C21 (stereo unspecified) | · | 3.2%
O=C(N/N=C/c1cccs1)C(=O)N1CCCC1 | · | 2.5%
O=C(CSc1ccncc1)Nc1ccc(S(=O)(=O)Nc2nccs2)cc1 | -13 | 4.1%
O=C(CCNC(=O)c1ccc(Cl)cc1)Nc1c(F)c(F)cc(F)c1F | · | -2.0%
COc1ccccc1Nc1nc(-c2ccc3c(c2)NC(=O)CO3)cs1 | -11 | 11%
O=C1NC(Cc2c[nH]c3ccccc23)C(=O)N1CCOc1ccccc1 (stereo unspecified) | 7 | 2.4%
Cc1cc(-c2nnc(CCC(=O)N(C)Cc3cccc4ccccc34)o2)no1 | 7 | -3.4%
O=C(CNC(=O)c1ccccc1F)N/N=C/c1cc(Br)ccc1OC(=O)/C=C/c1ccco1 | -4 | 2.0%

Ordered by length of the SMILES (rising): 3 of the compounds above
structure | RmlCD inh 1536 | GlmU inhibition
O=C(N/N=C/c1cccs1)C(=O)N1CCCC1 | · | 2.5%
COc1ccccc1Nc1nc(-c2ccc3c(c2)NC(=O)CO3)cs1 | -11 | 11%
CC(=O)Nc1ccc2nc(C3CC3)n(Cc3ccc(Cl)cc3)c(=O)c2c1 | 14 | 3.1%

Additional compounds
structure | RmlCD inh 1536 | GlmU inhibition
CC(/C=N/NC(=O)c1ccncc1)=C\c1ccccc1 | 8 | 0.4%
CCOC(=O)c1cnc2c(c(C3CC3)nn2C)c1N1CCOCC1 | 3 | 1.5%
CCOC(=O)C(=O)N(Nc1ccc(C)cc1)c1ccc(C)cc1 | · | -5.2%
Cc1cc(C)cc(NC(=O)Cc2ccc(-n3cccc3)cc2)c1 | 10 | -0.4%
Cc1ccnc(NS(=O)(=O)c2ccc(NC(=O)c3ccc(S(=O)(=O)N4CC(C)OC(C)C4)cc3)cc2)n1 (stereo unspecified) | 6 | -2.1%
O=c1c2ccccc2c(/C=N/NS(=O)(=O)c2ccccc2)c(O)n1-c1ccccn1 | 5 | 5.2%
CN(C(=O)Nc1ccccc1)C1CCCCC1 | -3 | 3.3%
Cc1ccc(C(=O)Nc2ccc3c(c2)OCCO3)o1 | · | 5.9%
CCCCNc1cc(C)oc(=O)c1C(C)=O | 6 | -5.2%
O=C(NCC1CCN(S(=O)(=O)c2ccccc2)CC1)Nc1ccc(F)cc1 | · | 3.5%
COc1cccc(C2OC(=O)c3ccccc3N2C(C)=O)c1OC(C)=O (stereo unspecified) | · | 1.8%
O=C(O)CCc1ccc(-c2ccccc2)n1CC(=O)O | 10 | -4.9%
Cc1cc(C)n(CCN(C)Cc2nc(Cc3ccccc3F)no2)n1 | -2 | -2.6%
O=C(c1ccc2c(c1)OCO2)C1CCCN(CC2CCCCC2)C1 (stereo unspecified) | ? | -1.9%
c1ccc(C2CC3CC(c4ccco4)N2O3)cc1 (stereo unspecified) | 12 | 6.6%
CC1CC(NC(=O)CC#N)CC(C)(C)C1 (stereo unspecified) | -3 | ·
O=C(NCc1ccc2[nH]c3c(c2c1)CCCC3)c1ccc(S(=O)(=O)N2CCCC2)cc1 | · | -5.3%
CCOC(=O)c1sc2nc(C)[nH]c(=O)c2c1C | 9 | 1.7%
COc1ccc(/C=C/C(=O)Nc2ccc3c(c2)OCCO3)cc1OC | · | 0.2%
O=C(Nc1c(C(=O)Nc2ccccc2)cnn1-c1ccccc1)c1ccco1 | 3 | 3.5%
O=C(CCCc1ccccc1)Nc1ccc(S(=O)(=O)N2CCOCC2)cc1 | 79 | 6.2%
